Source: PubChem BioAssay
M1 PAM parental = nonselective activator or artifact in parental CHO-K1 calcium assay; AID 602247; actives 0.02% (n = 360,000); ATP EC20, Fluo-8 calcium fluorescence; 0% at ATP EC20, 100% at ATP max; activation, % at 3 µM;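 active = activation above the run cutoff, the mean activation of all test compounds plus 3 SD, cut at about 40% in these data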;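 note: peak over basal fluorescence ratio in a 140 s read after ATP addition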
CHRM1 antagonist = antagonists of human M1 muscarinic receptor; CHO-K1 hM1, Fluo-8 calcium fluorescence, ACh EC80 antagonist; inhibition, % at 3 µM; actives 1.3% (n = 360,000); AID 588852;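 active = percent inhibition above its own plate's cutoff, namely the mean of that plate's compound wells plus 3 SD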;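 note: peak over basal fluorescence ratio during 140 s after agonist addition; 0% = ACh EC80 plus DMSO and 100% = DMSO alone without agonist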
Target sequence (P11229 whole entry, looked up): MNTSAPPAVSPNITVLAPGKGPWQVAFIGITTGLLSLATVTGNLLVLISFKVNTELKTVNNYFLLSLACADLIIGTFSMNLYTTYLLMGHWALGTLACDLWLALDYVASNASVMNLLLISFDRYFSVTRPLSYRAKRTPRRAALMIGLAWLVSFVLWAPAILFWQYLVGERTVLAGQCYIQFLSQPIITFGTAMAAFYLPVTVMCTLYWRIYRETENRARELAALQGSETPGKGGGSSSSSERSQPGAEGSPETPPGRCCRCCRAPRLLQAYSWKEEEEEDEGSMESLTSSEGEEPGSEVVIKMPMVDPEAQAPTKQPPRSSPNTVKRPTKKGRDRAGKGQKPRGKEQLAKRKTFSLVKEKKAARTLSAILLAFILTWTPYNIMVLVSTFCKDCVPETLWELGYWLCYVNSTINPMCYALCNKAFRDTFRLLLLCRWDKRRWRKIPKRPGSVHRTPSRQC
M1 ag parental = M1 agonist counterscreen hit in parental CHO-K1 cells | Fluo-8 calcium fluorescence; scaled to maximal ATP response, vehicle zero | activation, % at 3 µM | actives 0.48% (n = 360,000); in the data active = activation above about 15%;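 note: untransfected CHO-K1 host cells lacking M1 receptor as counterscreen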
CHRM1 agonist = activates human CHRM1 receptor; CHO-K1 hM1, Fluo-8 calcium fluorescence, agonist mode; 0% DMSO, 100% acetylcholine EC100; AID 588814; P11229; activation, % at 3 µM; actives 0.33% (n = 360,000);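 active = activation above the run's mean compound activation plus 3 SD, cut at about 16% in these data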;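 note: peak over basal fluorescence ratio within a 140 s kinetic read after compound addition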
OXTR potentiator = human OXTR potentiation. actives 0.061% (n = 320,000). activation, % at 3 µM. AID 2445. CHO-OTR cells, Fluo-8 calcium fluorescence, potentiator mode; 0% = oxytocin EC15, 100% = EC100;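 active = activation above that plate's cutoff, the mean activation of tested compounds plus 3 SD, cut at about 6.6% in these data, passing the limit was not always enough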;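 note: 100% uses oxytocin at 75 nM as the full agonist control; some results filed as inactive read as strong as hits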
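System: human OTR in CHO cells; Also added: sub-maximal oxytocin, roughly EC15; Timing: compound 6 min at room temperature before oxytocin, 100 s read; Technique: Fluo-8 intracellular calcium fluorescence, ex 470-495, em 515-575 nm; Controls: oxytocin EC15 low and EC100 high; Replication: singlicate.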
CHO parental Ca = signal in parental CHO cells, OX1R antagonist counter-screen; inhibition, % at 5.6 µM; parental CHO-K1, ATP-induced calcium, Fluo-8 fluorescence; actives 0.63% (n = 330,000);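 active = inhibition above that plate's mean sample inhibition plus 3 SD, cut at about 26% in these data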;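 note: 0% = ATP-challenged DMSO wells and 100% = DMSO wells without ATP; some compounds past the cut are filed as inactive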
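Material – parental CHO cells · Reagent – ATP stimulus · Compound – single nominal dose of 5.6 µM per compound · Detection – Fluo-8 fluorescence · Read-out basis – percent inhibition of calcium signal · Controls – ATP-challenged DMSO wells low, unchallenged DMSO wells high · Repeats – no replicates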
TAAR1 antag = antagonists of human TAAR1. CHO RD-HGA16 TAAR1, Fluo-8 calcium fluorescence, antagonist. inhibition, % at 3 µM. actives 1.5% (n = 360,000). AID 624466;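 active = inhibition above a per-plate cutoff, the mean inhibition of test compounds on that plate plus 3 SD, cut at about 49% in these data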;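 note: 0% = DMSO plus EC80 beta-PEA response and 100% = DMSO alone without agonist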
Target sequence (Q96RJ0 whole entry, looked up): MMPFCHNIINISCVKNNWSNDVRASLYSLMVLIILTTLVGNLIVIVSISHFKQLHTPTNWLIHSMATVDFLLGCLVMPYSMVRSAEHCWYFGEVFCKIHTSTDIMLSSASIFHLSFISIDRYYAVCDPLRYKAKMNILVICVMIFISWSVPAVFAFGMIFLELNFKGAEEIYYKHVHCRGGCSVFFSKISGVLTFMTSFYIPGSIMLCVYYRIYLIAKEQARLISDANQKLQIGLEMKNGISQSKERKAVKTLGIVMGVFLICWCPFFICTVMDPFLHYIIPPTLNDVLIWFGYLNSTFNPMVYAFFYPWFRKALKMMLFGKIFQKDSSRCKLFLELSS
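Assay system: CHO-derived RD-HGA16 cells stably expressing human TAAR1 plus Gα16. Timing: 140 s kinetic read after compound, 140 s after agonist. Technique: kinetic Fluo-8 calcium fluorescence measurement. Measure: % inhibition of agonist calcium response.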
TAAR1 agonist = human TAAR1 agonism. Q96RJ0. CHO RD-HGA16 TAAR1, Fluo-8 calcium fluorescence; vehicle wells 0%, saturating PEA agonist 100%. activation, % at 3 µM. actives 0.99% (n = 360,000). AID 624467;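 active = activation above the mean activation of all test compounds in the run plus 3 SD, cut at about 38% in these data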
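Test system: RD-HGA16 (CHO) cells co-expressing Gα16 and hTAAR1 | Doses: Single dose, 3 µM | Schedule: 17-24 h seeding, 75 min 37 °C dye, 30 min RT | Evaluation: % activation from peak over basal fluorescence ratio, DMSO-to-PEA scaled | Technique: Kinetic Fluo-8 calcium fluorescence | Benchmarks: Low control DMSO, high control PEA (EC100)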
CHO-K1 Ca antag = counter-screen for M1 antagonists: effect in parental CHO-K1 cells. ATP-induced calcium, Fluo-8 fluorescence. inhibition, % at 3 µM. actives 0.6% (n = 360,000);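 active = inhibition above a per-plate cutoff, the plate's mean sample inhibition plus 3 SD, cut at about 24% in these data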;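 note: 0% = DMSO plus EC80 ATP and 100% = DMSO alone without ATP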
Starred values were filed as active, the others as inactive; / = not tested or not shown; & = joins results of further samples. The order is random. Share with any hit: about 4.2%.

The first six entries, to show the layout:
SMILES	M1 PAM parental	CHRM1 antagonist	M1 ag parental	CHRM1 agonist	OXTR potentiator	CHO parental Ca	TAAR1 antag	TAAR1 agonist	CHO-K1 Ca antag
O=C(COc1ccc2c(c1)CCC2)N1CCc2ccccc21	6	-7	0.4	-3	-14	21	-10	5	2
CCN1CCN(C(=O)c2cc3c(=O)n4ccccc4nc3s2)CC1	18	-11	0.0	-11	-4	0	-23	2	4
O=C1CCC/C(=N/NC(=O)c2sc3ccccc3c2Cl)C1	-1	1	12	5	-7	13	27	35	10
CC1CCCC(C)N1C(=O)CSc1ccc(-c2ccc3c(c2)OCCO3)nn1 (stereo not drawn)	1	-3	7.1	4	-6	-22	45	12	6
O=C(O)c1ccccc1C(=O)Nc1ccc(Nc2ccccc2)cc1	20	-14	1.5	-4	/	/	6	-1	-17
COc1ccc(CC(=O)NCC2CCCCC2)cc1OC	10	-15	1.6	-2	-5	-3	-7	1	-9

All compounds of this part, previewed entries included:
SMILES	M1 PAM parental	CHRM1 antagonist	M1 ag parental	CHRM1 agonist	OXTR potentiator	CHO parental Ca	TAAR1 antag	TAAR1 agonist	CHO-K1 Ca antag
O=C(COc1ccc2c(c1)CCC2)N1CCc2ccccc21	6	-7	0.4	-3	-14	21	-10	5	2
CCN1CCN(C(=O)c2cc3c(=O)n4ccccc4nc3s2)CC1	18	-11	0.0	-11	-4	0	-23	2	4
O=C1CCC/C(=N/NC(=O)c2sc3ccccc3c2Cl)C1	-1	1	12	5	-7	13	27	35	10
CC1CCCC(C)N1C(=O)CSc1ccc(-c2ccc3c(c2)OCCO3)nn1 (stereo not drawn)	1	-3	7.1	4	-6	-22	45	12	6
O=C(O)c1ccccc1C(=O)Nc1ccc(Nc2ccccc2)cc1	20	-14	1.5	-4	/	/	6	-1	-17
COc1ccc(CC(=O)NCC2CCCCC2)cc1OC	10	-15	1.6	-2	-5	-3	-7	1	-9
COc1ccc(C(=O)C2CCCN(Cc3ccc(C#CCCO)cc3)C2)cc1F (stereo not drawn)	-11	58*	1.4	-13	-1	-20	5	2	4
O=C(NCc1ccccc1)c1cc(C2COCCN2C(=O)CCc2ccccc2)on1 (stereo not drawn)	12	-8	0.1	-4	/	/	-9	2	-6
CN(N)c1nc(N2CCCC2)nc(N2CCCC2)n1	-22	-4	0.0	-3	-4	-13	-47	4	26*
COc1ccc(-c2cccc(NC(=O)c3ccc4c(c3)OCO4)c2)nn1	3	-13	2.2	-2	-2	-23	29	9	-2
CCOC(=O)N1CCN(S(=O)(=O)c2ccc3c(c2)CC(C)N3C(=O)C2CC2)CC1 (stereo not drawn)	5	-13	3.5	-1	-3	-15	-13	-1	-12
Cc1cccc(-n2nnc3c(=O)n(Cc4ccccn4)cnc32)c1	13	-6	1.1	-5	-16	-16	-25	2	8
O=[N+]([O-])c1ccc(N2CCN(S(=O)(=O)c3ccccc3)CC2)c2cccnc12	20	2	11	-4	-9	-6	32	5	-11
COc1ccccc1OCCNC(=O)c1cc(F)c(F)cc1Cl	7	-2	0.1	-7	2	-4	-15	0	-4
CCOC(=O)N1CCN(C(=O)CSCC(=O)Nc2nc(-c3cccs3)cs2)CC1	2	0	11	-2	-6	-25	-3	8	-34
O=C(O)CCn1cc(/C=C2/NC(=S)N(c3ccccc3)C2=O)c(-c2ccccc2)n1	0	-1	0.1	-6	-7	-1	-4	-1	2
CN(Cc1ccccc1)C(=O)c1nc[nH]c1C(=O)N(C)Cc1ccccc1	21	-5	1.1	-4	6	-14	12	17	-17
CCOC(=O)CSc1nc2c(sc(=S)n2-c2ccccc2)c(=O)[nH]1	20	2	0.8	-6	-5	-9	6	-1	-9
CC1(Cc2ccc3c(c2)OCO3)NC(=O)NC1=O (stereo not drawn)	6	18	0.0	0	-13	-16	-7	4	-4
COc1ccc2cc(CN(C)C(=O)CN3C(=O)NC4(CCCC4)C3=O)ccc2c1	10	-18	3.8	-4	/	/	0	3	-12
COc1ccc(NC(=S)Nc2ccccc2)cc1	-5&-35	8&-10	0.5&0.0	-3&-4	-18&-13	6&1	-2&1	5&-1	10&-13
C=CCNC(=O)c1c(CSc2ccc(Cl)cc2)noc1C(=O)NCc1ccccc1	14	-1	1.1	-4	-12	-11	9	7	-22
OC(CN1CCOCC1)Cn1c2ccccc2c2ccccc21 (stereo not drawn)	-14	-5	1.1	-4	-5	-20	-12	1	-6
COc1ccccc1N1CC(C)(C)C(=O)N(C(=O)c2ccc(Cl)cc2)C1=S	3	6	1.8	-3	-2	-14	9	3	-1
Cc1cccc(NC(=O)c2cc(-c3cc(C)cc(C)c3O)n[nH]2)c1	-4	7	6.8	0	-18	7	31	1	-1
CCSc1nnc(NC(=O)C(CC)Oc2ccccc2)s1 (stereo not drawn)	-11	-6	2.1	6	-10	-23	-10	21	-10
CC1(C)N=C(N)N=C(N)N1c1ccc(CCCCc2ccccc2)cc1	14	57*	1.4	-8	/	/	-34	7	-9
Cc1ccc([C@H]2C[C@@H](O)[C@H](n3cc(COC(=O)c4ccccc4)nn3)CN2C(=O)c2cccs2)cc1	3	0	1.6	-4	/	/	35	4	1
CC(=O)Nc1ccc(S(=O)(=O)N2CCC(C(=O)NCc3ccco3)CC2)cc1	10	-14	0.1	2	-2	-3	-10	1	-11
CC(C)c1ccc(NC(=O)CN2C(=O)COc3ccc(S(=O)(=O)N4CCOCC4)cc32)cc1	3	1	0.4	-3	0	-22	-7	-2	-16
Cc1ccc(Cn2c(SCCN3CCOCC3)nc3c2c(=O)n(C)c(=O)n3C)cc1	-2	-1	0.6	-11	3	-20	-27	4	-11
Cc1cc(C)c2c(N)c3cccc(C)c3nc2n1	22	-5	0.6	-10	-7	-7	4	-1	-14
COc1ccc(NC(=O)C[C@H]2C(=O)N(c3ccc(OC)cc3)C[C@@H]2c2ccc(Br)cc2)cc1	16	-2	0.3	-8	/	/	-16	3	-13
COc1ccc(S(=O)(=O)N2CCOCC2)cc1NC(=O)CN1CCN(C)CC1	13	-5	0.9	-3	-12	-6	6	1	-4
COc1cccc(CNn2cnnc2)c1OCc1ccccc1F	-2	-7	0.9	-2	-6	-12	2	8	-7
CCCNC(=O)c1onc(CSc2ccc(Cl)cc2)c1C(=O)NC(C)C	14	-4	-1.0	-4	-9	-24	8	4	-15
CCOc1ccccc1NC(=O)c1ccccc1N(C)S(=O)(=O)c1ccc(C)cc1	-2	-3	0.1	-4	-12	7	-31	8	-8
Cc1ccc(NS(=O)(=O)c2ccc3c(c2)NC(=O)C(C)C(=O)N3)c(Cl)c1 (stereo not drawn)	16	25	4.6	4	0	-9	-18	2	13
Cc1cc(C)c(OCCN2CC(C)OC(C)C2)c(Br)c1 (stereo not drawn)	8	-3	2.8	-6	-6	-14	-19	8	-14
O=C(c1ccc(Cl)c(S(=O)(=O)N2CCCC2)c1)N1CCCCC1	16	-9	2.4	-3	-5	-7	-2	4	-4
COc1ccc(C(O)c2nc(-c3ccc(OC)c(OC)c3)cs2)cc1 (stereo not drawn)	-11	-16	0.3	1	/	/	-6	0	-4
CCC1Oc2ccccc2N(CC(=O)NC2CCCCC2C)C1=O (stereo not drawn)	14	-3	0.4	-9	-3	-16	-21	-2	-14
O=c1c2c([N+](=O)[O-])cc([N+](=O)[O-])cc2sn1-c1ccc(Br)cc1	-11	5	-0.1	-2	-3	-5	/	/	7
COc1ccc(CC(=O)N2CCN(c3ccccc3)CC2)cc1	1	-8	0.3	-2	-15	-2	-8	7	-8
CCn1ncc(/C=N/NS(=O)(=O)c2ccc(Cl)cc2)c1C	12	-21	3.3	-3	-1	-20	4	6	-2
CSc1nc(Cl)cc(N(CCO)CCO)n1	-1	-4	-0.3	-2	-4	1	6	9	9
COc1cc(NC(=O)/C=C/c2ccccc2[N+](=O)[O-])cc(OC)c1	2	0	0.3	-6	0	-8	-11	2	1
O=C(CCCNC(=O)/C(=C\c1ccc(F)cc1)NC(=O)c1ccccc1)OCc1ccccc1	-4	-14	0.7	-2	-4	-32	17	6	13
Cc1ccc(S(=O)(=O)N2[C@@H](c3ccccc3F)C(C(=O)O)=CC[C@H]2c2ccc(Cl)cc2)cc1	6	-8	-0.2	-7	-8	-20	16	4	-1
CC1CC(C)CN(C(=O)CSc2nnc(-c3ccc(F)cc3)o2)C1 (stereo not drawn)	19	-8	1.2	-8	-22	-16	-15	-2	-9
CCC(C)(C)NC(=O)CN(C(=O)C(=O)Nc1ccc2c(c1)OCCO2)C1CC1	-13	-1	0.3	-2	-7	-15	7	-3	-8
Cn1c(=O)cc(SCC(=O)NCCCN2CCN(c3ccccc3F)CC2)c2ccccc21	3	1	0.2	-5	-9	-37	1	9	-6

Part of the list above in another layout.
O=c1c2c([N+](=O)[O-])cc([N+](=O)[O-])cc2sn1-c1ccc(Br)cc1
  M1 PAM parental = -11; CHRM1 antagonist = 5; M1 ag parental = -0.1; CHRM1 agonist = -2; OXTR potentiator = -3; CHO parental Ca = -5; TAAR1 antag = /; TAAR1 agonist = /; CHO-K1 Ca antag = 7
COc1ccc(CC(=O)N2CCN(c3ccccc3)CC2)cc1
  M1 PAM parental = 1; CHRM1 antagonist = -8; M1 ag parental = 0.3; CHRM1 agonist = -2; OXTR potentiator = -15; CHO parental Ca = -2; TAAR1 antag = -8; TAAR1 agonist = 7; CHO-K1 Ca antag = -8
CCn1ncc(/C=N/NS(=O)(=O)c2ccc(Cl)cc2)c1C
  M1 PAM parental = 12; CHRM1 antagonist = -21; M1 ag parental = 3.3; CHRM1 agonist = -3; OXTR potentiator = -1; CHO parental Ca = -20; TAAR1 antag = 4; TAAR1 agonist = 6; CHO-K1 Ca antag = -2
CSc1nc(Cl)cc(N(CCO)CCO)n1
  M1 PAM parental = -1; CHRM1 antagonist = -4; M1 ag parental = -0.3; CHRM1 agonist = -2; OXTR potentiator = -4; CHO parental Ca = 1; TAAR1 antag = 6; TAAR1 agonist = 9; CHO-K1 Ca antag = 9
